TcdB GH inh: blocks C. difficile toxin B glycohydrolase activity; 0.24% of 350,000 active; AID 652162; TcdB glycohydrolase enzymatic assay, plate reader; inhibition, % at 9.99 µM; P18177; in the data active = inhibition above about 10%
* marks the source's active call; other numbers are inactive results. A portion of the library. The share of hits here may be higher or lower than overall.

SMILES | TcdB GH inh
C[C@@H]1CN([C@@H](C)CO)C(=O)c2cc(/C=C/c3ccccc3)cnc2O[C@H]1CN(C)C(=O)c1ccc2c(c1)OCO2 | 0.6
C[C@H]1CN([C@@H](C)CO)C(=O)c2cc(NS(=O)(=O)c3cccs3)ccc2O[C@H]1CN(C)Cc1ccc(C(=O)O)cc1 | -0.9
Cc1noc(C)c1NC(=O)Nc1ccc2c(c1)C(=O)N([C@H](C)CO)C[C@@H](C)[C@@H](CN(C)S(=O)(=O)c1cccs1)O2 | -2.2
CN(C)CC(=O)N1[C@H](C#N)[C@@H](c2ccc(C#CC3CC3)cc2)[C@@H]1CO | -1.4
CCC(=O)Nc1ccc2c(c1)C(=O)N(C)C[C@@H](OC)[C@H](C)CN(C(=O)C1CC1)[C@H](C)CO2 | 0.9
CC(=O)N(C)C[C@H]1[C@H](c2ccc(-c3ccc(F)cc3)cc2)[C@@H](CO)N1C(C)=O | 1.5
Cc1cccc(-c2ccc([C@H]3[C@@H](CO)N4CCCCN(C(=O)NC(C)C)C[C@H]34)cc2)c1 | 0.7
C[C@@H]1CN([C@H](C)CO)C(=O)c2cccc(NC(=O)Nc3ccc(F)cc3)c2O[C@@H]1CN(C)CC1CC1 | 0.5
COc1cccc(-c2ccc3c(c2)O[C@H](CN(C)C(=O)C2CC2)[C@H](C)CN([C@@H](C)CO)S3(=O)=O)c1 | -0.3
COc1ccc(CN(C)C[C@@H]2Oc3ccc(NC(=O)Cc4cn(C)c5ccccc45)cc3C(=O)N([C@H](C)CO)C[C@H]2C)cc1 | -1.5
C[C@H]1CN([C@@H](C)CO)C(=O)c2cc(NC(=O)NC3CCCCC3)ccc2O[C@@H]1CN(C)C(=O)Nc1ccccc1 | -13.3
C[C@H]1CCCCO[C@H](CN(C)C(=O)CCCN(C)C)[C@@H](C)CN([C@@H](C)CO)C(=O)c2cc(NS(=O)(=O)c3cccs3)ccc2O1 | -1.3
O=C(Nc1ccc(F)cc1)N[C@H]1CC[C@H](CCn2cc(C3(O)CCCC3)nn2)O[C@H]1CO | 0.9
COCC(=O)Nc1ccc2c(c1)C(=O)N(C)C[C@H](OC)[C@@H](C)CN(C(=O)c1ccncc1)[C@@H](C)CO2 | -1.5
C/C=C/c1ccc([C@@H]2[C@@H](CO)N(C(=O)CC)[C@H]2CNC(=O)CC)cc1 | -0.4
C[C@@H]1CCCCO[C@@H](CN(C)S(C)(=O)=O)[C@H](C)CN([C@H](C)CO)C(=O)c2cc(NC(=O)Nc3ccccc3)ccc2O1 | -0.4
C[C@@H]1CN([C@@H](C)CO)C(=O)c2cc(NS(=O)(=O)c3ccc(F)cc3)ccc2O[C@@H](C)CCCCO[C@H]1CN(C)C(=O)CCCN(C)C | -0.5
CCN(CC)C(=O)[C@@H]1C=C2c3cccc4[nH]c(Br)c(c34)C[C@H]2N(C)C1 | 0.4
C[C@@H]1CCCCO[C@@H](CN(C)C(=O)c2ccccc2)[C@H](C)CN([C@@H](C)CO)C(=O)c2cc(NC(=O)Nc3ccccc3)ccc2O1 | -0.4
COc1ccc(S(=O)(=O)N[C@@H]2CC[C@@H](CC(=O)O)O[C@H]2CO)cc1 | -0.1
N#C[C@@H]1[C@@H](c2ccc(-c3ccc(F)cc3)cc2)[C@@H](CO)N1c1nc(-c2ccccc2)cs1 | -0.7
O=C(C1CCC1)N1CC2(C1)[C@H](c1ccccc1)[C@H](CO)N2C(=O)CC1CC1 | -0.1
C[C@@H]1CN([C@@H](C)CO)S(=O)(=O)c2ccc(C#C[C@@H](C)O)cc2O[C@@H]1CN(C)Cc1ccccc1 | 0.5
COc1ccccc1-c1ccccc1[C@H]1[C@H](C#N)N(C(=O)CN(C)C)[C@H]1CO | 0.1
O=C(c1ccccn1)N1CC[C@@H]2[C@H](CO)Nc3ccc(C#Cc4ccccc4)cc3[C@@H]21 | -1.2
SMILES | TcdB GH inh
C[C@@H]1CCCCO[C@H](CN(C)C(=O)Nc2cccc3ccccc23)[C@@H](C)CN([C@H](C)CO)C(=O)c2cc(NS(=O)(=O)c3ccc(F)cc3)ccc2O1 | -0.2
CCCC#Cc1ccc2c(c1)O[C@H](CN(C)C(=O)c1ccncc1)[C@H](C)CN([C@H](C)CO)S2(=O)=O | -1.0
C=CCNC(=O)c1ccsc1N | -0.7
C[C@@H]1CN([C@H](C)CO)C(=O)c2cc(-c3cccc(F)c3)cnc2O[C@H]1CN(C)C(=O)C1CCOCC1 | -0.5
Cc1noc(C)c1NC(=O)Nc1cccc2c1O[C@H](CN(C)S(=O)(=O)c1ccc(F)cc1)[C@@H](C)CN([C@@H](C)CO)C2=O | -1.4
COCCOC(=O)N1C(=O)[C@@]2(c3ccccc31)[C@H](C(=O)N1CCN(c3ncccn3)CC1)[C@H]1C(=O)O[C@H](c3ccccc3)[C@H](c3ccccc3)N1[C@@H]2c1ccc(O)cc1 | -12.1
C[C@@H]1CN([C@@H](C)CO)C(=O)Cc2cc(NC(=O)C3CCCCC3)ccc2O[C@H]1CN(C)C(=O)Nc1ccccc1 | 0.8
COCC#Cc1ccc2c(c1)O[C@@H](CN(C)C(=O)Nc1ccc(OC)cc1)[C@H](C)CN([C@@H](C)CO)S2(=O)=O | 0.0
O=C(C[C@H]1CC[C@H](NC(=O)Nc2cccc(F)c2)[C@H](CO)O1)NCC1CCCCC1 | -0.4
C[C@@H]1CN([C@@H](C)CO)S(=O)(=O)c2ccc(C3=CCCC3)cc2O[C@@H]1CN(C)Cc1ccncc1 | 1.3
C[C@@H]1CN([C@H](C)CO)C(=O)c2cc(NC(=O)Nc3ccc4c(c3)OCO4)ccc2O[C@H]1CN(C)C | 1.2
C[C@H]1CN([C@@H](C)CO)C(=O)c2cc(-c3ccncc3)cnc2O[C@H]1CN(C)C(=O)c1ccccc1F | -1.2
COc1ccccc1C(=O)Nc1ccc2c(c1)OC[C@H](C)NC[C@@H](C)[C@@H](OC)CN(C)C2=O | -1.9
O=C(Nc1ccc(Cl)cc1)N[C@H]1CC[C@H](CCNS(=O)(=O)c2ccccc2F)O[C@@H]1CO | -1.0
C[C@H]1CN([C@@H](C)CO)S(=O)(=O)c2ccc(C#Cc3cccnc3)cc2O[C@H]1CN(C)C | -0.7
Cc1ccc(S(=O)(=O)N(C)C[C@H]2OCCCC[C@@H](C)Oc3ccc(NS(=O)(=O)c4cn(C)cn4)cc3C(=O)N([C@H](C)CO)C[C@@H]2C)cc1 | 1.4
C[C@@H]1CN([C@@H](C)CO)C(=O)c2cccc(NS(=O)(=O)c3ccc(Cl)cc3)c2O[C@@H]1CN(C)Cc1ccncc1 | 0.7
C[C@H]1CN([C@@H](C)CO)C(=O)c2cc(-c3cccc(F)c3)cnc2O[C@H]1CN(C)Cc1ccncc1 | -0.8
C[C@H]1CN([C@@H](C)CO)S(=O)(=O)c2ccc(C3=CCCC3)cc2O[C@@H]1CN(C)C | -5.9
Cc1noc(C)c1S(=O)(=O)Nc1cccc2c1O[C@@H](CN(C)S(C)(=O)=O)[C@@H](C)CN([C@@H](C)CO)C2=O | -0.2
O=C(C[C@H]1CC[C@H]2[C@@H](COC[C@@H](O)CN2S(=O)(=O)c2ccccc2Cl)O1)NCc1ccccc1Cl | 1.0
Cc1ccc(S(=O)(=O)N2CC[C@@H]3[C@H](CO)Nc4ccc(C#Cc5cccc(F)c5)cc4[C@@H]32)cc1 | -0.7
Cc1noc(C)c1S(=O)(=O)N(C)C[C@H]1Oc2ccc(NS(=O)(=O)c3cn(C)cn3)cc2CC(=O)N([C@@H](C)CO)C[C@@H]1C | -0.6
Cc1ccccc1-c1ccc([C@@H]2[C@H](CO)N3CCCCN(S(C)(=O)=O)C[C@@H]23)cc1 | -1.6
COc1ccccc1C(=O)N1O[C@]23C=C[C@]14C[C@@H](O)CC[C@]4(C)C2CC[C@]1(C)[C@@H]([C@H](C)/C=C/[C@H](C)C(C)C)CC[C@H]13 (some centres not stated) | 0.2

The list goes on, overlapping the part above by six compounds.
SMILES | TcdB GH inh
Cc1noc(C)c1S(=O)(=O)Nc1cccc2c1O[C@@H](CN(C)S(C)(=O)=O)[C@@H](C)CN([C@@H](C)CO)C2=O | -0.2
O=C(C[C@H]1CC[C@H]2[C@@H](COC[C@@H](O)CN2S(=O)(=O)c2ccccc2Cl)O1)NCc1ccccc1Cl | 1.0
Cc1ccc(S(=O)(=O)N2CC[C@@H]3[C@H](CO)Nc4ccc(C#Cc5cccc(F)c5)cc4[C@@H]32)cc1 | -0.7
Cc1noc(C)c1S(=O)(=O)N(C)C[C@H]1Oc2ccc(NS(=O)(=O)c3cn(C)cn3)cc2CC(=O)N([C@@H](C)CO)C[C@@H]1C | -0.6
Cc1ccccc1-c1ccc([C@@H]2[C@H](CO)N3CCCCN(S(C)(=O)=O)C[C@@H]23)cc1 | -1.6
COc1ccccc1C(=O)N1O[C@]23C=C[C@]14C[C@@H](O)CC[C@]4(C)C2CC[C@]1(C)[C@@H]([C@H](C)/C=C/[C@H](C)C(C)C)CC[C@H]13 (some centres not stated) | 0.2
C[C@H](CO)N1C[C@H](C)[C@@H](CN(C)Cc2ccc(C(=O)O)cc2)Oc2ncc(C3=CCCC3)cc2C1=O | 0.5
Cc1noc(C)c1S(=O)(=O)Nc1ccc2c(c1)C(=O)N([C@@H](C)CO)C[C@@H](C)[C@@H](CN(C)C(=O)Nc1ccc(C(F)(F)F)cc1)O2 | 1.2
C[C@H](CO)N1C[C@H](C)[C@@H](CN(C)C(=O)Nc2ccc3c(c2)OCO3)Oc2ccc(NC(=O)C3CCCCC3)cc2CC1=O | 0.3
O=C(NS(=O)(=O)c1cccs1)[C@H]1O[C@@H](n2ccc(=O)[nH]c2=O)[C@H](O)[C@@H]1O | 1.2
CC(C)C(=O)Nc1ccc2c(c1)C(=O)N(C)[C@H]1CC[C@@H](CC(=O)NCC3CC3)O[C@H]1CO2 | -1.7
C[C@H]1CN([C@@H](C)CO)C(=O)Cc2cc(NC(=O)CCC(F)(F)F)ccc2O[C@@H]1CN(C)S(=O)(=O)c1ccc(Cl)cc1 | 0.5
C[C@H]1CN([C@@H](C)CO)C(=O)c2cc(NC(=O)Cc3cn(C)c4ccccc34)ccc2O[C@H]1CN(C)Cc1ccc(Cl)c(Cl)c1 | 0.2
CCC(=O)N1C[C@@H](O)COC[C@H]2O[C@H](CC(=O)NC)CC[C@@H]21 | -0.6
C[C@H]1CN([C@@H](C)CO)C(=O)c2cc(NS(=O)(=O)c3cn(C)cn3)ccc2O[C@H]1CN(C)C | 0.3
COc1cccc(NC(=O)C[C@H]2CC[C@@H]3[C@H](COc4ccc(NC(=O)C5CCOCC5)cc4C(=O)N3C)O2)c1 | -3.2
CO[C@@H]1CN(C)C(=O)c2cc(NC(=O)c3ccccc3F)ccc2OC[C@H](C)N(C(C)=O)C[C@H]1C | -0.2
O=C(C1CCCC1)N1CC2(C1)[C@H](c1ccccc1)[C@H](CO)N2Cc1ccccc1F | -2.7
COc1ccccc1S(=O)(=O)N[C@@H]1C=C[C@@H](CC(=O)NCc2cccc(F)c2)O[C@H]1CO | -1.0
CO[C@@H]1CN(C)C(=O)c2cc(NC(=O)C3CC3)ccc2OC[C@H](C)N(C(=O)c2ccncc2)C[C@@H]1C | -0.4
COCC(=O)N1C[C@H]2[C@@H](c3ccccc31)[C@@H](CO)N2C(=O)C1CC1 | 0.2
O=C(C[C@@H]1C[C@@H]2c3cc(NC(=O)c4cccnc4)ccc3O[C@@H]2[C@H](CO)O1)NCc1cccc(F)c1 | -1.0
CC(=O)Nc1ccc2c(c1)C(=O)N(C)[C@@H]1CC[C@H](CC(=O)NCc3ccccc3)O[C@@H]1CO2 | -0.3
O=C1Nc2cnc(Cl)nc2Nc2ccc(Cl)cc21 | 0.5
C[C@@H]1CN([C@@H](C)CO)C(=O)c2cc(NC(=O)Nc3ccc(C(F)(F)F)cc3)ccc2O[C@H]1CN(C)C | 2.1
CO[C@@H](CN(C)S(=O)(=O)c1ccc(Cl)cc1)[C@H](C)CN(C(=O)Nc1ccccc1F)[C@@H](C)CO | 0.3
Cc1noc(C)c1NC(=O)Nc1ccc2c(c1)C(=O)N([C@H](C)CO)C[C@@H](C)[C@@H](CN(C)Cc1ccccc1)OCCCC[C@H](C)O2 | 0.5
C[C@H]1CN([C@@H](C)CO)S(=O)(=O)c2ccc(C3=CCCCC3)cc2O[C@@H]1CN(C)Cc1cccnc1 | -1.1
C[C@H](CO)N1C[C@H](C)[C@H](CN(C)C(=O)Nc2cccc3ccccc23)Oc2ccc(NC(=O)C3CCCCC3)cc2CC1=O | -1.7
CC(=O)N(C)C[C@H]1Oc2ncc(C#CC(C)(C)O)cc2C(=O)N([C@H](C)CO)C[C@@H]1C | 0.2
CCc1ccc(C2CC3C(CN2S(=O)(=O)c2ccc(C)cc2)C(=O)CC(c2ccc(CC)cc2)N3S(=O)(=O)c2ccc(C)cc2)cc1 (configuration not stated) | 1.4

Reformatted in CSV form: 4 of the compounds above.
compound,TcdB GH inh
COc1ccccc1S(=O)(=O)N[C@@H]1C=C[C@@H](CC(=O)NCc2cccc(F)c2)O[C@H]1CO,-1.0
CO[C@@H]1CN(C)C(=O)c2cc(NC(=O)C3CC3)ccc2OC[C@H](C)N(C(=O)c2ccncc2)C[C@@H]1C,-0.4
COCC(=O)N1C[C@H]2[C@@H](c3ccccc31)[C@@H](CO)N2C(=O)C1CC1,0.2
O=C(C[C@@H]1C[C@@H]2c3cc(NC(=O)c4cccnc4)ccc3O[C@@H]2[C@H](CO)O1)NCc1cccc(F)c1,-1.0

Going on with the list.
SMILES | TcdB GH inh
C[C@H](CO)N1C[C@H](C)[C@H](CN(C)Cc2ccc(Oc3ccccc3)cc2)Oc2ccc(NC(=O)Nc3ccc4c(c3)OCO4)cc2C1=O | -0.2
Cc1noc(C)c1NC(=O)N(C)C[C@@H]1OCCCC[C@H](C)Oc2ccc(NS(=O)(=O)c3ccc(Cl)cc3)cc2C(=O)N([C@H](C)CO)C[C@@H]1C | -3.7
C[C@H]1CCCCO[C@H](CN(C)S(=O)(=O)c2cccs2)[C@@H](C)CN([C@@H](C)CO)C(=O)c2cc(N(C)C)ccc2O1 | -14.5
CN1c2ccc(-c3cccc(C#N)c3)cc2[C@@H]2[C@@H](CCN2C(=O)Cc2ccccn2)[C@H]1CO | 1.0
CC(C)NC(=O)Nc1cccc2c1O[C@H](CN(C)Cc1ccccc1)[C@H](C)CN([C@H](C)CO)C2=O | 0.9
COc1ccc(-c2ccc3c(c2)[C@H]2[C@H](CCN2S(=O)(=O)c2ccc(F)cc2)[C@H](CO)N3C)cc1 | 0.0
